# From PubChem
# SUMO Mot1 rescue: inhibitors of SUMOylation pathway: yeast Mot1-301 growth rescue; S. cerevisiae Mot1-301 growth rescue, ATP luminescence, 38.5C; percent above DMSO median, 100 means doubled; growth rescue, % at 18.8 µM; 320,000 compounds, 1% hits; AID 2716;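 active = every valid replicate shows activation above 250% relative to neutral control wells; inactive = the rest, any valid replicate at or below 250%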;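 note: OY570 slx delta 5 strain wells were the positive control but not used for scaling; some compounds called inactive have numbers as strong as hits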
# dFosB activator: activators of mouse delta FosB homodimer; 340,000 compounds, 0.99% hits; purified delta FosB, TAMRA-CDK5 oligo fluorescence polarization; percent of positive-control signal above neutral wells; AID 493131; activation, % at 25 µM;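 active = mean activation above about 17%, with every replicate also reaching it, limit read from the data, passing the limit was not always enough; inconclusive = only one of the two conditions met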;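 note: fluorescence polarization rise as delta FosB binds a TAMRA Cdk5 AP-1 oligo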
# Target sequence (P13346 whole entry, looked up): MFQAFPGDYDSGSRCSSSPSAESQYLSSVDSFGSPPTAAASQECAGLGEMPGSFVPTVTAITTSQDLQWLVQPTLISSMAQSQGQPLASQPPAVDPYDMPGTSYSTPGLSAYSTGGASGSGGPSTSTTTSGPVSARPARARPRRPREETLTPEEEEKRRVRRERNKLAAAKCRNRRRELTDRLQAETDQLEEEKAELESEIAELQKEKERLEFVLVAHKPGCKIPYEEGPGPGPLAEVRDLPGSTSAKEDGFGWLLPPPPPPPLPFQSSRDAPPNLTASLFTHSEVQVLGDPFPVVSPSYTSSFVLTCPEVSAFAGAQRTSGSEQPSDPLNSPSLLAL
# RTF Ca sens act: increases calcium sensitivity of human cardiac regulated thin filaments; P19429+P45379; activation, % at 7.2 µM; AID 493008; 340,000 compounds, 0.24% hits; IANBD-labeled TnC RTF fluorescence at EC20 calcium; 0% EC20 calcium, 100% full calcium;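 active = activation above the mean over all tested compounds plus 3 SD, cut at about 30% in these data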;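 note: rise in fluorescence read as greater calcium sensitivity of cardiac thin filaments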
# Keap1-Nrf2 PPI: inhibitors of human Keap1-Nrf2 protein-protein interaction; Q14145; Keap1 Kelch-Nrf2 peptide fluorescence polarization, 1536-well; inhibition, % at 9.4 µM; 340,000 compounds, 0.15% hits; in the data active = inhibition above about 12%; inconclusive = no clear call, values can overlap the other calls; inactive = below about 7.3%;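 note: human Keap1 Kelch domain with fluorescein labeled Nrf2 9mer peptide probe; 0% = neutral control wells and 100% = peptide positive control; higher means more block of Keap1 binding to Nrf2 peptide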
# Target sequence (Q14145 whole entry, looked up, the tested form may be a part): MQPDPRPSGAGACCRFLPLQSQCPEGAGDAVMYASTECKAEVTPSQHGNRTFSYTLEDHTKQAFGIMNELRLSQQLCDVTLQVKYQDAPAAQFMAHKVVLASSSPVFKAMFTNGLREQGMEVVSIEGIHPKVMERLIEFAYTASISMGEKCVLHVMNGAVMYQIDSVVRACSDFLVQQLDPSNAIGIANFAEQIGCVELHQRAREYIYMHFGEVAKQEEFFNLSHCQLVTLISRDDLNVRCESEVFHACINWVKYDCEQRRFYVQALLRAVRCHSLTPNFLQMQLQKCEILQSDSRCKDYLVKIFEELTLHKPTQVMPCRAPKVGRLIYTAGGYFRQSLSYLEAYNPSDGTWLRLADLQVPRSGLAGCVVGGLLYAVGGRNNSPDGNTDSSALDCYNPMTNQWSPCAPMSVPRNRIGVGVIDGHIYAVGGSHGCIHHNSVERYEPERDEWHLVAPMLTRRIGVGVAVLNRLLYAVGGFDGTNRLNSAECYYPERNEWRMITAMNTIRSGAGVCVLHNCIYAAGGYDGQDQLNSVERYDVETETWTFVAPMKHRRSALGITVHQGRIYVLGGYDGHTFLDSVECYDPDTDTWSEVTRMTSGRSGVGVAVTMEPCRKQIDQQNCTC
# PvdQ inh: P. aeruginosa PvdQ acylase inhibition | purified PvdQ acylase, fluorescence plate reader | inhibition, % at 10 µM | 340,000 compounds, 0.063% hits | AID 488965; in the data active = inhibition above about 30%, passing the limit was not always enough; inconclusive = no clear call, values can overlap the other calls;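 note: 0% = vehicle neutral wells and 100% = reference inhibitor wells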
# Rtt109 HAT inh: inhibitors of Candida albicans Rtt109/Vps75 histone acetyltransferase; Q5AAJ8; purified Rtt109/Vps75, ThioGlo CoA-SH fluorescence, 4 h; inhibition, % at 34.9 µM; 330,000 compounds, 0.16% hits; AID 540336;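 active = inhibition of at least 50% in every replicate; inconclusive = best replicate reaches 50% inhibition but some replicates fall short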
# CDK5 p35 inh: blocks human CDK5/p35 kinase activity; Q00535+Q15078; Recombinant CDK5/p35, ADP-Glo luminescence, 60 min; inhibition, % at 10 µM; 330,000 compounds, 0.01% hits; AID 488839;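 active = highest replicate inhibition of at least 50% and at least 75% of replicates reaching 50%; inconclusive = only one of the two criteria met; inactive = both criteria failed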;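 note: plate controls were DMSO neutral control for no effect and GW8510 at 10 µM for full effect; many of its hits are not listed in these tables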
# Cardiac RTF inh: cardiac RTF calcium desensitization; IANBD-labeled cardiac RTF, Ca2+ fluorescence; inhibition, % at 7.15 µM; 340,000 compounds, 0.12% hits; P19429+P45379;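 active = inhibition above the mean inhibition of all tested compounds plus 3 SD, cut at about 17% in these data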;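 note: assay run at fixed EC70 calcium of 1.6 mM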
# LANA DNA inh: KSHV C-LANA DNA binding inhibition. MBP-C-LANA/FAM-LBS DNA binding, fluorescence polarization. inhibition, % at 9 µM. 340,000 compounds, 0.078% hits. AID 504423;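 active = highest replicate inhibition at or above 60% at 9 µM, even if other replicates fall short; inactive = all replicates below 60% inhibition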;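 note: 0% = neutral control wells and 100% = 4 µM acridine orange control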
# NSD2 HMT inh: NSD2 (human) methyltransferase inhibition. O96028. NSD2 peptide methylation, AlphaScreen, 120 min. inhibition, % at 12.5 µM. 310,000 compounds, 0.54% hits; in the data active = inhibition above about 50%
# PfHsp90 set2: growth inhibition of yeast expressing Plasmodium Hsp90 | S. cerevisiae expressing PfHsp90, BacTiter-Glo ATP, 48 h; yeast lacking PDR1 and PDR3 efflux regulators | inhibition, % at 9.4 µM | 310,000 compounds, 0.32% hits;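 active = every replicate shows inhibition above about 80%, whatever the replicate mean, limit read from the data; inconclusive = mean inhibition reaches the set limit but some replicate falls short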;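 note: 0% = DMSO neutral controls and 100% = 20 µM radicicol positive controls; yeast relying on Plasmodium falciparum Hsp90 in place of its own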
# * = called active by the depositor; ? = inconclusive; / = no result given.
compound,SUMO Mot1 rescue,dFosB activator,RTF Ca sens act,Keap1-Nrf2 PPI,PvdQ inh,Rtt109 HAT inh,CDK5 p35 inh,Cardiac RTF inh,LANA DNA inh,NSD2 HMT inh,PfHsp90 set2
CN1CCNC(=O)C1CC(=O)NCC1(c2ccccc2)CCCCC1 (centres undefined),319,2,3,0,6,8,2.1,3,0.6,-7,-2
CCOC(=O)N1CCC(N2C(=O)c3ccc(C(=O)Nc4ccc(F)cc4F)cc3C2=O)CC1,-4,-5,0,-2,-17,-5,-2.3,-4,1.4,/,-8
C=CCN(CC=C)C(=O)c1ccncc1,0,2,0,-4,-6,1,-3.8,-27,-0.6,-3,29
CCOc1ccc2nc(NC(=O)CSc3nnc(-c4ccncc4)n3CC3CCCO3)sc2c1 (centres undefined),/,1,8,1,-7,-13,1.9,-3,0.2,3,/
Cc1ccc(CNS(=O)(=O)c2c(C)[nH]c(C)c2C(=O)N2CCCCC2)o1,-17,-5,-5,0,-9,-8,0.9,-15,0.7,-2,-8
C[C@]12c3[nH]c4cc(-c5ccco5)ccc4c3CCN1C(=O)[C@@H](CC(=O)NCCCn1ccnc1)C[C@@H]2C(=O)N1CCCCC1,/,-6,-9,-6,-9,-1,-0.1,2,0.5,/,-1
CC(=O)c1ccc(NC(=O)C(C)N(C)CC(=O)Nc2ccc(Cl)cc2)cc1 (centres undefined),/,-3,0,0,-5,-11,-1.1,-12,-1.9,-2,7
COCC1CCN(C(=O)c2cc(COc3cncc(Cl)c3)on2)C1 (centres undefined),0,-3,-2,-1,3,0,-0.4,-6,-1.0,23,0
O=c1c2ccccc2nc(/C=C/c2c[nH]c3ccccc23)n1CCO,-3,-6,-1,-6,-10,3,1.6,0,1.0,0,7
COc1ccc(C(C(=O)NCCC(C)C)N(CCCO)C(=O)c2snc(C(N)=O)c2N)cc1OC (centres undefined),-13,-6,0,-6,-4,2,-0.7,-4,1.3,-3,12
CC(OC(=O)c1c[nH]c2ccccc12)C(=O)N1CCCC1 (centres undefined),47,3,6,-4,-15,0,0.9,-15,25,3,-19
O=C(Cc1ccc(Br)cc1)N1CCN(c2ccccn2)CC1,24,0,3,4,-1,-4,-1.4,-2,0.5,-2,-17
COc1ccc(-c2csc(NC(=O)CN3C(=O)CCC3=O)n2)cc1OC,-8,-5,5,3,-14,0,0.2,-1,2.7,0,12
COC(=O)C1CSC(C)(C)C(=O)N1 (centres undefined),-4,1,0,-3,-8,-1,-0.8,-19,-0.3,0,37
COc1ccc(C(=O)CC(=O)C(=O)Nc2cc(OC)ccc2OC)cc1,380,-6,1,-3,-9,-25,-1.5,3,-0.6,0,9
O=C(COC(=O)C1COc2ccccc2O1)Nc1ccc(Cl)cc1 (centres undefined),0,-6,-1,-5,-12,0,-0.1,-2,-0.3,/,-11
COc1cc(S(=O)(=O)N2CCCC3(CCCCC3)C2)ccc1-n1cnnn1,-14,-12,-20,-2,-10,-8,0.4,-6,1.0,-3,-1
O=C(Nc1ccccc1N1CCOCC1)c1cc2ccccc2o1,150,4,0,1,12,-5,-0.5,4,0.1,37,2
COc1cc(C(c2c(C(=O)O)[nH]c3ccccc23)c2c(C(=O)O)[nH]c3ccccc23)ccc1OCc1ccccc1,-19,-13,-12,5,-14,?,-5.7,6,4.7,19,-28
COc1ccc(OC)c(NC(=O)COC(=O)COc2ccc(Nc3ccccc3)cc2)c1,6,-6,-4,-4,-8,0,-1.9,1,-0.5,0,8
O=C(Nc1cccnc1)c1ccc(NS(=O)(=O)c2cccc([N+](=O)[O-])c2)cc1,121,-1,-2,2,3,-2,0.2,-3,-0.8,/,4
C=CCOc1c2ccc(C(=O)NCc3ccc(OC)cc3)cc2nn1C,-22,4,4,-2,-6,-3,-0.2,-3,-0.1,/,-21
CC(=O)NCCc1ccc(S(=O)(=O)Nc2ccc(C)c(S(=O)(=O)N3CCOCC3)c2)cc1,/,-5,-1,-2,4,-12,1.3,1,-1.1,-2,-9
CCOC(=O)c1ccc(S(=O)(=O)N2CCN(CC(=O)NC(=O)NC(C)(C)C)CC2)cc1,210,3,0,-6,10,/,-0.3,0,-0.5,13,/
CN(C)CCOC(=O)C1(c2ccccc2)CCCC1,/,0,7,0,-7,3,-2.7,-26,0.6,9,9
COc1ccc(-c2nc(-c3ccc(NC(=O)c4ccncc4)cc3)no2)cc1OC,7,-13,-6,-4,-2,-2,-2.8,-2,0.9,/,3
O=C(NNC(=O)c1ccco1)c1ccc(NS(=O)(=O)c2cccs2)cc1,286,0,-1,0,-3,-1,-1.3,-15,0.0,0,7
Cc1ccc(C(=O)OCC(=O)NC2CCCC(C)C2C)cc1S(=O)(=O)N1CCCCC1 (centres undefined),9,-3,3,3,14,1,-0.4,-3,2.2,1,-1
CC(=O)c1ccc(OCC(=O)OCC(=O)NCc2ccco2)cc1,53,-2,5,-8,-13,7,-3.6,-8,0.6,0,-13
CCCOc1ccc(/C=N/NC(=O)CN2CCCCC2)cc1OCC,33,-5,2,1,1,12,-0.4,-10,-0.8,1,6
O=C1C(=NO)CCCc2ccccc21,/,-1,6,1,-11,1,-4.9,6,2.2,-1,-2
CCOc1cc(N2CCOCC2)c(OCC)cc1NC(=O)CN1C(=O)NC2(CCc3ccccc32)C1=O (centres undefined),8,-7,-1,-2,-16,9,-1.2,-4,0.3,-2,-12
Cc1nc(Nc2ccccc2)sc1C(=O)Nc1ccccc1,-29,-3,-1,-6,-10,-3,2.2,-3,1.4,-2,-1
Cc1oc(-c2ccccc2Cl)nc1CN1CCCCC1CO (centres undefined),3,-9,-3,-1,0,-1,-0.6,0,-0.8,-3,-11
CCc1nc2sc(C#N)c(N)c2c2c1CCCC2,-5,1,4,1,3,-6,-2.4,-7,1.8,-4,2
NC(=O)c1cnn2c(C(F)(F)F)cc(-c3ccc(F)cc3)nc12,-8,-10,14,0,-7,2,3.5,-7,-1.1,1,-40
Cc1c(NC(=O)CSc2nnc(C(C)Oc3ccc(Cl)cc3)n2-c2ccccc2)c(=O)n(-c2ccccc2)n1C (centres undefined),-4,-4,2,1,-7,3,-0.7,-16,-0.2,-1,-1
Cc1ccc(C(=O)CSc2nnc(-c3c[nH]c4ccccc34)o2)cc1,26,15,-3,-3,0,-9,-12,-1,2.8,1,/
Cc1c(C)n(C)c2ccc(C(=O)NCCCN3CCCC3)cc12,4,-8,4,-6,-16,5,-0.3,-3,-0.1,15,-7
CCn1c(COc2ccc(C)cc2)nnc1SCc1ccc(C#N)cc1,-15,-15,-3,2,-4,15,0.2,-2,-0.1,-1,2
Cn1cc(Br)c(C(=O)NC2CCCCCC2)n1,-4,-2,2,-5,-7,-3,0.4,-3,1.6,8,3
CCOC(=O)C1Nc2c(F)cc(C)cc2C2c3ccccc3CC12 (centres undefined),-20,2,-1,-1,3,5,0.1,-4,0.6,/,-16
Cn1c(C(=O)N2CCCC(C(=O)O)C2)cc2sccc21 (centres undefined),-7,0,6,3,-14,3,0.4,0,0.9,0,-31
O=C(Oc1ccccc1C(=O)Nc1ccccc1)c1ccc(Br)c([N+](=O)[O-])c1,40,7,-3,-6,-10,0,-0.4,6,0.5,2,-58
Cc1cc(NC(=O)COc2ccc(Cl)cc2Cl)n(CCC#N)n1,15,-3,-3,-5,-13,/,-1.5,-3,-1.5,-1,-21
COc1ccc(OC)c(-c2cnc(OC(C)(C)C)nc2OC(C)(C)C)c1,3,-5,-3,-5,-2,-4,-1.1,7,-0.7,1,21
CCOCC(=O)OCC(=O)NC12CC3CC(CC(C3)C1)C2,/,3,3,-6,-26,-5,-1.2,-5,-1.8,4,8
COc1ccc(NC(=O)CCCN2C(=O)CN(C)C2=O)cc1Cl,13,1,1,-1,-20,1,0.7,-3,-1.1,-1,-11
CC1(C)Nc2ccccc2C(=O)N1NC(=O)c1ccccc1,0,-4,12,-6,-1,/,-1.9,-11,0.6,-1,21
Cc1ccc(C(C)C)cc1OCC(=O)N/N=C/c1ccc2c(c1)OCCO2,38,-13,12,-1,-12,-7,-2.7,-14,0.8,1,-4
COc1ccc2[nH]c3c(c2c1)CCN1C(=O)C(CC(=O)NCc2ccc(OC)c(OC)c2)C[C@H](C(=O)N2CCOCC2)[C@@]31C (some centres undefined),/,-4,-5,3,-8,9,-0.5,0,2.0,/,5
COc1ccc(CN(C)S(=O)(=O)c2nnc(NC(=O)c3cccc(OC)c3)s2)cc1,5,-12,1,0,-8,-11,0.2,-10,-0.3,1,-25
O=C(CSc1nnc(-c2ccco2)o1)N1CCCCC1,-15,-3,-3,-1,12,16,2.4,0,0.2,4,0
COc1ccccc1Nc1ncnc2ccc(C)cc12,-8,1,1,-6,-9,-2,-0.5,6,-0.9,2,0
Cc1cc(NCc2ccco2)n2c(nc3ccccc32)c1C#N,-2,1,6,-6,5,-50,0.0,-9,0.4,0,2
O=C(/C=C/c1ccccc1)OCC(=O)c1c[nH]c2ccccc12,62,-5,0,-2,-11,-3,-2.4,1,0.9,2,-19

# (listing goes on)
compound,SUMO Mot1 rescue,dFosB activator,RTF Ca sens act,Keap1-Nrf2 PPI,PvdQ inh,Rtt109 HAT inh,CDK5 p35 inh,Cardiac RTF inh,LANA DNA inh,NSD2 HMT inh,PfHsp90 set2
O=C(O)CCSc1ccccn1,11,-3,5,-2,2,7,-1.0,0,-0.9,/,-8
O=C(O)CCC(=O)c1ccc2c(c1)OCCCO2,-14,-5,5,1,-7,13,0.5,-4,0.8,1,52
O=C(Nc1ccc(F)cc1F)c1ccc(S(=O)(=O)NCc2ccco2)cc1,-10,-1,-4,5,-9,0,0.4,-6,0.0,-1,-12
NC(=S)Nc1ccccc1Br,46,-2,-1,3,2,7,-0.2,-2,0.7,2,-12
COc1ccc(CNC(=O)CCN2C(=O)c3ccccc3C2=O)cc1OC,-13,0,-2,2,-6,-3,-1.3,-9,-0.4,-1,22
Cc1ccc(C(=O)OCC(=O)Nc2ccc3[nH]c(=O)[nH]c3c2)cc1[N+](=O)[O-],-7,13,-5,-3,-20,1,1.6,-7,-0.2,-7,6
O=C(NCc1ccco1)c1ccc(Cn2c(=O)c3sccc3n(Cc3ccc(F)cc3)c2=O)cc1,460,-6,-1,-1,-16,-5,1.3,-3,-0.1,/,9
CN(Cc1ccccc1F)C(=O)c1ccc(NC(=O)CC2SC(N3CCCCC3)=NC2=O)cc1 (centres undefined),/,-16,-4,-4,-7,-2,-3.8,-4,0.2,1,-5
CCC(Sc1nncn1C)C(=O)Nc1ccccc1OC (centres undefined),-19,2,1,3,-13,-17,0.9,-4,-0.4,-4,/
